GAA glycogen mod = GAA glycogen-cleavage inhibition or activation; recombinant GAA, glycogen substrate, Amplex Red glucose oxidase fluorescence; Potency, µM (series often up to 76.4 µM), for the others: at the top dose activity change, negative = inhibition, actives largely listed as inhibitors; hit rate 0.38% among 300,000; AID 2100; active = well fitted inhibition curve with a large enough effect; inconclusive = small, poorly fitted or top-dose-only effect, or another doubt; inactive = no such curve, though single readings can be large or run the other way;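 note: 0% = full enzyme reaction and -100% = no-enzyme basal signal; the screen sought inhibitors and activators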
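Recombinant human enzyme (4 nM); glycogen substrate; 37 C, 40 min, pH 5.0. Readout: coupled glucose oxidase/Amplex Red fluorescence.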
Starred values were filed as active, the others as inactive; u = inconclusive; & = joins results of further samples; [ ] = another dose, or the depositor's remark. Potency is the fitted concentration of half-maximal effect. This is a subset; the hit share may differ from the screen's.

structure,GAA glycogen mod
CCn1c(=O)c(=O)n(CC)c2cc(N3CCCCC3)c(NC(=O)c3ccc(OC)c(OC)c3)cc21,6.5%[76.3 µM]
O=c1oc2ccccc2c(N2CCN(c3ccccc3F)CC2)c1CN1CCCC1,-0.8%[76.3 µM]
CC(C(=O)Nc1cc(Cl)cc(Cl)c1)N1CCCC1 (stereo not given),-7.7%
Cc1cc(C)c(NC(=O)CC(=O)c2ccccc2)c(Cl)c1,1.6%
O=C(c1cccc(N2CCCC2=O)c1)N1CCN(c2cccc(Cl)c2)CC1,-6.5%[76.3 µM]
CCOC(=O)c1cc(S(=O)(=O)Nc2ccc(F)cc2F)cn1C,-13.8%[76.3 µM]
COc1cc(C(=O)NC2CC(C)(C)CC(C)(C)C2)ccc1OC1CCN(C(C)=O)CC1,-1.4%[76.3 µM]
CCOC(=O)c1ccc(NC(=O)CC2C(=O)N(c3ccccc3)C(=O)N2Cc2cccs2)cc1 (stereo not given),-3.0%[76.3 µM]
COC(=O)c1cc2ccccc2n1Cc1ccc(Cl)nc1,-11.7%
CC1CCCN(C(=O)C(=O)c2cn(CC(=O)N3CCCCCC3)c3ccccc23)C1 (stereo not given),-5.5%[76.3 µM]
CCOC(=O)N1CCN(Cc2nc3cc(NC(=O)C(C)C)ccc3n2CC)CC1,-2.8%
CCOc1ccc(NC(=O)C(=O)NCCc2ccccc2)cc1,12.0%[76.3 µM]
Cc1ccc(-c2nnc(Nc3cccc(Cl)c3)c3ccccc23)cc1S(=O)(=O)N1CCN(C)CC1,-1.3%[76.3 µM]
CC(C)(C)C1CCc2c(sc(NC(=O)c3cc(-c4ccc(F)cc4)on3)c2C#N)C1 (stereo not given),-9.3%[76.3 µM]
O=S(=O)(NC1CCCCC1)c1cccs1,2.4%

An excerpt from above in order of SMILES length, lowest first:
structure,GAA glycogen mod
CC(C(=O)Nc1cc(Cl)cc(Cl)c1)N1CCCC1 (stereo not given),-7.7%
CCOC(=O)c1cc(S(=O)(=O)Nc2ccc(F)cc2F)cn1C,-13.8%[76.3 µM]
CC(C)(C)C1CCc2c(sc(NC(=O)c3cc(-c4ccc(F)cc4)on3)c2C#N)C1 (stereo not given),-9.3%[76.3 µM]

Other results:
structure,GAA glycogen mod
O=C(NC1CCCC1)C(c1ccncc1)N(C(=O)c1csnn1)c1ccccc1F (stereo not given),-3.3%
CC(CNC(=O)c1ccc(Cn2c(=O)c3cccn3c3cccnc32)cc1)c1ccccc1 (stereo not given),18.6%[76.3 µM]
N#Cc1c(N2CCCC2)nsc1-c1ccccc1,-1.3%
Cc1ccc(N2CC(C)Cn3c2nc2c3c(=O)n(Cc3cccc(Cl)c3)c(=O)n2C)cc1 (stereo not given),15.6%[76.3 µM]
CCC(C)N(C(=O)c1csnn1)C(C(=O)NCc1ccc(F)cc1)c1ccccc1F (stereo not given),4.9%[76.3 µM]
c1ccc(-c2nnc(N3CCCC3)nc2-c2ccccc2)cc1,-11.9%
O=C(Nc1cccc(-n2cccn2)c1)C1CCCN(Cc2cccc(F)c2F)C1 (stereo not given),-2.8%[76.3 µM]
COc1ccc(NC(=O)C2=CC(c3ccco3)=NS(=O)(=O)N2C)cc1OC,22.5%&-18.6%[76.3 µM]
Cc1ccc(S(=O)(=O)N2CCN(C(=O)c3ccc(S(=O)(=O)N4CCCC4)cc3)CC2)cc1,1.2%[76.3 µM]
Brc1ccc(N=NNc2ccccc2)cc1,1.4%[76.3 µM]
CCc1ccccc1NC(=O)Cn1c(=O)n(-c2ccc(C)cc2)c(=O)c2cc(OC)c(OC)cc21,-1.6%[76.3 µM]
CC1CN(C(=O)COC(=O)c2ccc(Cl)c(N)c2)CC(C)O1 (stereo not given),-6.6%[76.3 µM]
COc1cccc2c1O/C(=N\O)C(C(=O)Nc1cccc(C)c1C)C2 (stereo not given),2.7%
Cc1cccc(OCCn2nnc3sc4c(c3c2=O)CCCC4)c1,14.4%[76.3 µM]
O=C(c1ccc(C(F)(F)F)cc1)C1CCCN(C(=O)CCn2cncn2)C1 (stereo not given),8.1%[76.3 µM]
Cn1cc(S(=O)(=O)N2CCOCC2)cc1C(=O)Nc1ccc(Cl)cc1,15.3%[76.3 µM]
Cc1cc(C(=O)N/N=C/c2cccc(OC(=O)c3cccc(Br)c3)c2)n[nH]1,-11.9%[76.3 µM]
CSc1nc2sc3c(c2c(=O)n1Cc1ccccc1)CCC(C(C)(C)C)C3 (stereo not given),-8.2%[76.3 µM]
COC(=O)c1c(NC(=O)C2CCCCC2)sc2c1CCN(C(C)C)C2,-0.8%[76.3 µM]
Fc1ccccc1/C=N/N1CCN(Cc2ccccc2Cl)CC1,-24.1%[76.3 µM]
C=CCn1c(OCc2ccccc2)n[nH]c1=S,0.1%
Cc1cc(Br)ccc1NC(=O)c1cc2c(s1)-c1ccccc1SC2,-7.7%[76.3 µM]
O=c1oc2cc(O)ccc2cc1-c1nnc(Nc2ccccc2F)s1,3.4%[76.3 µM]
Cc1ccc(NS(=O)(=O)c2c(C(=O)N3CCCCCC3)c(C)n(C)c2C)c(C)c1,-5.4%[76.3 µM]
COc1ccc(/C=N/NC(=O)c2ccc(NC(C)=O)cc2)cc1COc1ccc(F)cc1F,2.8%
COc1cccc(C(=O)NNC(=O)c2cccnc2)c1,-3.6%
Cc1ccc(C)c(CNC(=O)Nc2ccccc2)c1,5.7%[76.3 µM]
O=C(Nc1ccc(F)c(F)c1)C1CCCN(S(=O)(=O)c2cnc[nH]2)C1 (stereo not given),0.7%[76.3 µM]
CC(C)c1onc(C(=O)Nc2ccc3c(c2)OCO3)c1[N+](=O)[O-],-4.4%[76.3 µM]
Nc1cc(C(F)(F)F)ccc1OCC1CCCO1 (stereo not given),3.9%[76.3 µM]
COc1ccccc1CNC(=O)c1ccc(Nc2nc3ccccc3n3nnnc23)cc1,16.4%[76.3 µM]
COc1ccc(S(=O)(=O)N2CCCOC2CNC(=O)C(=O)NCc2ccccc2F)cc1C (stereo not given),1.8%[76.3 µM]
CSCCC1NC(=S)N(Cc2ccccc2)C1=O (stereo not given),u
Cc1ccc(C(=O)N2CCN(c3ccc(NC(=O)c4cccnc4Cl)cc3)CC2)cc1,3.5%[76.3 µM]
Cc1cccc(NC(=O)CN2C(=O)N/C(=C\c3ccccc3OCc3ccc(C(=O)O)cc3)C2=O)c1,4.0%
COc1ccccc1CNc1nc2ccccc2c2nc(-c3cccnc3)nn12,7.1%[76.3 µM]
CC(C)COc1ccc(-c2nn(-c3ccccc3)cc2CO)cc1,-19.7%
O=C1CCCN2N=C(SCC(=O)Nc3ccc(OC(F)(F)F)cc3)SC2=N1,-5.9%
O=C(NCCS(=O)(=O)c1ccc(Br)cc1)c1ccccc1,5.4%[76.3 µM]
CNC(=O)C1Cc2ccccc2CN1S(=O)(=O)c1ccc(OC)c(OC)c1 (stereo not given),-17.7%[76.3 µM]
COc1ccccc1CCNC(=O)CNC(=O)Cc1cccc2ccccc12,-4.2%[76.3 µM]
COc1ccc(S(=O)(=O)Nc2ccc(Oc3ccsc3C(=O)O)cc2)cc1,-11.1%
COc1ccccc1-c1nc2c(c(SCc3ccc(F)cc3Cl)n1)Cc1c(CO)cnc(C)c1O2,16.0%[76.3 µM]
CCOc1ccc(NC(=O)CC2C(=O)N(c3ccccc3)C(=O)N2CCc2ccc(OC)cc2)cc1 (stereo not given),-1.6%[76.3 µM]
CCCN(CC(=O)Nc1ccccc1OC)Cc1c(O)ccc2ccccc12,1.2%[76.3 µM]
O=C1C(Cl)=C(N2CCOCC2)C(=O)N1c1cccc(C(F)(F)F)c1,2.8%[76.3 µM]
Cc1cccc(OCc2nc3ccccc3n2C)c1,-3.5%[76.3 µM]
O=C(CN(C(=O)CCC(=O)Nc1ccccn1)c1cccc(F)c1)NCc1ccc(F)cc1,2.8%
Cc1cc(C(=O)NCCc2ccc(S(N)(=O)=O)cc2)c(C)o1,-2.5%[76.3 µM]
COCCCNc1nc2c(c(=O)[nH]c(=O)n2C)n1CC(O)COc1ccc(Cl)cc1 (stereo not given),8.8%[76.3 µM]
O=C(Cn1ncc2c3ccccc3n(Cc3ccc(Cl)cc3)c2c1=O)N1CCCCCC1,12.4%[76.3 µM]
COc1cc(/C=N/NC(=O)c2ccc(NC(=O)C3CCCCC3)cc2)ccc1O,1.1%[76.3 µM]
O=[N+]([O-])c1ccc(/C=N/Nc2ccnc3cc(Cl)ccc23)o1,-7.3%
Cc1ccc(N(CC(=O)Nc2ccc(C)c(Cl)c2)S(=O)(=O)c2cccs2)cc1,5.4%[76.3 µM]
COc1ccc(NC(=O)c2c(NC(=O)COc3ccccc3)sc3c2CCC(C)C3)cc1 (stereo not given),-1.1%[76.3 µM]
Cc1ccc(C2C=C(c3ccc(Cl)cc3)Nc3nc(NC(=O)c4ccco4)nn32)cc1 (stereo not given),-8.6%[76.3 µM]
Cc1cccc(NC(=O)c2cc(-c3cc(Cl)ccc3O)n[nH]2)c1,2.5%
COc1ccc(OC)c(/C=N/N2CCN(c3ccc(Cl)cc3)CC2)c1,-1.9%
Cc1c(CC(=O)NCCc2ccc(Cl)cc2)c(=O)oc2c(C)c3occ(C(C)(C)C)c3cc12,2.5%[76.3 µM]
COc1ccccc1-c1cc(C(F)(F)F)nc(S(=O)(=O)CCCC(=O)Nc2cc(C)ccc2O)n1,u

(further entries)
structure,GAA glycogen mod
COc1cc(C(C)=O)ccc1OCC(O)CN1CCN(c2cc(C)cc(C)c2)CC1 (stereo not given),-10.0%[76.3 µM]
O=C1CN(S(=O)(=O)c2cc(C(=O)O)ccc2Cl)c2ccccc2N1,8.1%
CCc1ccccc1NC(=O)c1nn(-c2ccc(C)cc2)c(=O)c2c1c1ccccc1n2C,13.8%[76.3 µM]
Cc1cc(C(=O)NC2CC(C)(C)Cc3c2cnn3-c2cccc(F)c2)nn1C (stereo not given),-1.3%[76.3 µM]
Cc1nn(CC(=O)NCCc2ccc(Cl)cc2)c(=O)c2cc3cc(F)ccc3n12,10.0%[76.3 µM]
CC(C)c1ccc(NC(=O)CCC(=O)NCc2ccco2)cc1,3.1%[76.3 µM]
Cc1ccc(C)c(NS(=O)(=O)c2ccc(-c3cnc(C4CC4)o3)cc2)c1,9.9%[76.3 µM]
Cn1cc(S(=O)(=O)N2CCCC2)cc1C(=O)NCc1ccccc1,-21.6%[76.3 µM]
O=C(NCc1ccc(F)cc1)C1CCC(CNS(=O)(=O)c2ccccc2)CC1 (stereo not given),0.5%
CCC1CN(C(=O)N2CCC(C(=O)NCCc3ccccc3OC)CC2)c2ccccc2O1 (stereo not given),-18.5%[76.3 µM]
CCn1c(CNC(=O)c2cccc(C)c2)nnc1SCC(=O)NC1=NCCS1,7.9%
COc1cc(Cl)c(C)cc1NC(=O)CCc1c(C)nc2c3cccnc3nn2c1C,4.5%[76.3 µM]
O=C(CCCCn1c(=O)c2ccccc2n(Cc2ccccc2Cl)c1=O)NCc1ccc2c(c1)OCO2,11.9%[76.3 µM]
Cc1ccc(-c2cn(-c3cccc(Cl)c3)c(S(=O)(=O)CC(=O)Nc3cccc(C)c3)n2)cc1,5.9%[76.3 µM]
S=C(NCCc1ccccc1)NCCN1CCOCC1,-0.2%[76.3 µM]
O=C1c2ccccc2NC(c2ccccc2F)N1NS(=O)(=O)c1ccccc1 (stereo not given),-2.8%
Cn1nc(C(=O)NCc2cccc(Cl)c2)c2c1-c1ccccc1SC2,2.8%[76.3 µM]
COc1cccc(/C=C/C(=O)OCCN2C(=O)c3ccccc3C2=O)c1,1.3%
COc1cc(C(=O)OC2CCOC2=O)cc(Cl)c1OC (stereo not given),-1.1%
Clc1ccc(OCCCN2CCc3ccccc3C2)c(Br)c1,-2.9%[76.3 µM]
COc1ccc(CNC(=O)C(=O)c2cn(CC(=O)N3CCCC3)c3ccccc23)cc1,0.3%[76.3 µM]
CC(C)(C)c1ccc(C(=O)N2CCC(C(=O)c3ccccc3)CC2)cc1,-0.8%
Cc1ccn2c(Nc3ccc(C(C)C)cc3)c(-c3cccnc3)nc2c1,15.8µM*
Cc1ccc2c(C)c(C(=O)N(Cc3ccc(N(C)C)cc3)Cc3ccco3)oc2c1C,-5.8%[76.3 µM]
CC(=O)Nc1ccc(Nc2nc3ccccc3n3cnnc23)cc1,4.6%

Reformatted field by field: 4 of the compounds above.
Cc1ccn2c(Nc3ccc(C(C)C)cc3)c(-c3cccnc3)nc2c1
  GAA glycogen mod: 15.8µM*

Cc1ccc(C)c(NS(=O)(=O)c2ccc(-c3cnc(C4CC4)o3)cc2)c1
  GAA glycogen mod: 9.9%[76.3 µM]

O=C1CN(S(=O)(=O)c2cc(C(=O)O)ccc2Cl)c2ccccc2N1
  GAA glycogen mod: 8.1%

CCC1CN(C(=O)N2CCC(C(=O)NCCc3ccccc3OC)CC2)c2ccccc2O1 (stereo not given)
  GAA glycogen mod: -18.5%[76.3 µM]

Carrying on.
structure,GAA glycogen mod
COc1ccc2[nH]c(=O)c(CN(C(C)=O)c3ccc(C)cc3C)cc2c1,7.7%[76.3 µM]
CCOc1ccc(N2CC(c3nc4ccccc4n3CCCOc3ccccc3)CC2=O)cc1 (stereo not given),-8.1%[76.3 µM]
COc1cc2c(cc1OC)CN(C(=O)c1ccncc1)CC2,-0.8%
CCN(CC)CCN1C(=O)C(=O)/C(=C(/O)c2ccc(S(=O)(=O)N3CCOCC3)cc2)C1c1ccccc1 (stereo not given),6.5%[76.3 µM]
O=C(CSc1nnnn1-c1ccc(O)cc1)NC1CCCCC1,0.3%
C=CCn1c(NCc2ccc(OC)cc2O)nc2ccccc21,-1.2%[76.3 µM]
O=C(OCCCOC(=O)c1ccc(O)cc1)c1ccc(O)cc1,-3.2%[76.3 µM]
COC(=O)c1ccc(Cn2c(SCc3ccccc3)nc3ccncc32)cc1,9.4%[76.3 µM]

Bioassay records deposited in PubChem BioAssay by National Center for Advancing Translational Sciences (NCATS).
